GRIN3A LBD mod: NR3A (human) ligand-binding domain modulation; NR3A LBD differential scanning fluorimetry, Tm shift; 0% = protein alone, 100% = glycine-bound protein; Tm shift relative to glycine control, % at 25 µM; 340,000 tested, 2.5% active; AID 1259313;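 active = melting temperature shift of at least 10% of the positive control shift, at one fixed dose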
MIN6 prolif: inducers of beta-cell replication in MIN6 cells | proliferation, % at 10 µM | MIN6 cells proliferation, ATPlite luminescence, 48 h; cells starved in 0.2% serum; 100% = growth in 10% serum | 330,000 tested, 0.29% active;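 active = compounds whose signal lies at least 3.5 SD above the mean of all wells on their plate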;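 also: 0% = DMSO-treated cells in low-serum medium and 100% = 10% serum control; some compounds called inactive have numbers as strong as hits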
hIAP block: blocks human intestinal alkaline phosphatase; P09923; purified IAP, CDP-Star luminescence, 30 min; inhibition, % at 10 µM; 330,000 tested, 0.12% active;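 active = inhibition reaching a set limit with compound at 10 µM in the primary screen, cut at about 35% in these data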;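 also: plate controls were DMSO wells with enzyme for no effect and no-enzyme buffer wells for full effect; values of inactives mirror those of a sister screen read the other way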
Target sequence (P09923 whole entry, looked up): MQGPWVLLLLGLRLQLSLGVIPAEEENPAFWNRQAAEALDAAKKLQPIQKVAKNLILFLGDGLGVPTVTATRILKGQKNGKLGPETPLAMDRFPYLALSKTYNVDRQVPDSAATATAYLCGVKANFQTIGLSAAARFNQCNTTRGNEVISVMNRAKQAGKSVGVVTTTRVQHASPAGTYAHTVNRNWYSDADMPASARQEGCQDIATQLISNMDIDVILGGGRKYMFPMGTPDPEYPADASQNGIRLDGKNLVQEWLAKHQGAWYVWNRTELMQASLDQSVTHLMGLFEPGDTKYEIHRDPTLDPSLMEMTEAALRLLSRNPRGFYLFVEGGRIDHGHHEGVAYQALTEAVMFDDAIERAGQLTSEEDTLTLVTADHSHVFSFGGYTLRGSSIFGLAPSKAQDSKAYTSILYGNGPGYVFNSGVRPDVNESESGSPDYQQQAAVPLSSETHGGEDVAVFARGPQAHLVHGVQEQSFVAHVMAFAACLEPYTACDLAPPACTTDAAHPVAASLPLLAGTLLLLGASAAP
mIAP act: increases mouse intestinal alkaline phosphatase activity; muIAP, CDP-Star luminescence, 30 min; stronger effect = higher value; 1 = vehicle-only enzyme signal, 0 = enzyme-free wells; activation factor at 10 µM; 330,000 tested, 0.24% active;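 active = activation factor of at least 2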; also: the source names both 10 and 20 µM as test concentration; values of inactives mirror those of a sister screen read the other way
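System: Mouse IAP enzyme | Also added: CDP-Star substrate | Dosing: Compounds dispensed in DMSO | Schedule: 30 min enzyme-substrate-compound incubation at room temperature | Technique: Chemiluminescence readout | Control set: DMSO-only wells and no-enzyme negative control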
hIAP act: increases human intestinal alkaline phosphatase activity | P09923 | purified human IAP, CDP-Star luminescence, 30 min; stronger effect = higher value; 1 = vehicle-only enzyme, 0 = enzyme-free background | activation factor at 10 µM | 330,000 tested, 0.16% active;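 active = activation factor of the enzyme at least 2-fold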; also: the source names both 10 and 20 µM as test concentration; values of inactives mirror those of a sister screen read the other way
mIAP block: blocks mouse intestinal alkaline phosphatase; inhibition, % at 10 µM; purified mouse IAP, CDP-Star luminescence, 30 min; 330,000 tested, 0.2% active; AID 2806;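 active = inhibition of at least 40% at 10 µM in the primary screen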;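 also: plate controls were DMSO with enzyme for no effect and no enzyme wells for full effect; values of inactives mirror those of a sister screen read the other way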
MPTP inh: blocks calcium-induced mitochondrial swelling | isolated mouse mitochondria, Ca2+ swelling absorbance, 30 min | inhibition, % at 10 µM | 360,000 tested, 1.4% active | AID 602449;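 active = inhibition of 50% or more, scaled per plate between neutral and stimulator controls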;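 also: 0% = DMSO wells given calcium and 100% = 1 mM EGTA wells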
A3A deaminase: blocks human APOBEC3A ssDNA deamination; P31941; recombinant A3A, FAM/TAMRA ssDNA deamination fluorescence; inhibition, % at 20 µM; 330,000 tested, 0.41% active; AID 493011;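 active = at least 40% inhibition at 20 µM here, with at most 30% in a related deaminase screen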;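 also: plate controls were A3A with DMSO for no effect and wells lacking A3A enzyme for full effect; some results filed as inactive read as strong as hits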
Target sequence (P31941 whole entry, looked up): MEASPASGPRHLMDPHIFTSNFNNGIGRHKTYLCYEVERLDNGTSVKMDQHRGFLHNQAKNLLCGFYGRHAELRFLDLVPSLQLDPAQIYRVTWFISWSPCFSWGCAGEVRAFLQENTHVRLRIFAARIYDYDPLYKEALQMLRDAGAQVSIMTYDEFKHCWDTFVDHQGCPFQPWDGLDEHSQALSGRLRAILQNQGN
A3G deaminase: blocks human APOBEC3G single-stranded DNA deamination. recombinant A3G, ssDNA deamination FAM/TAMRA fluorescence. inhibition, % at 20 µM. 330,000 tested, 0.28% active. AID 493012;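 active = inhibition of at least 40% at 20 µM, with no more than 30% in the related APOBEC3A deaminase screen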;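 also: plate controls were DMSO wells with A3G for no effect and wells lacking A3G enzyme for full effect; some compounds called inactive have numbers as strong as hits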
The depositor's hits bear a star.

SMILES	GRIN3A LBD mod	MIN6 prolif	hIAP block	mIAP act	hIAP act	mIAP block	MPTP inh	A3A deaminase	A3G deaminase
O=C(Nc1ccc(Cl)cc1)c1ccc2nsnc2c1	0	-4	22	0.84	0.78	16	0.5	-1	-5
O=C1c2ccccc2C(=O)N1CC(O)COc1ccc(Cl)cc1 (stereo unspecified)	1	2	-7	0.97	1.1	2	-0.2	-4	-8
COc1ccc(-n2nnnc2-c2cnc(N3CCCC3)nc2C(F)(F)F)cc1	0	-5	9	0.93	0.91	7	3.3	-2	-3
O=C(CCNc1cccc(C(F)(F)F)c1)c1ccco1	-3	-5	0	1	1	-1	1.5	0	-4
COc1cc(C(=O)NCCCNc2nc3c(C)cc(C)cc3cc2C#N)cc(OC)c1OC	1	-2	-41	0.97	1.4	3	0.0	0	-7
COc1ccc(NS(=O)(=O)c2cc(NC(=O)C3CCCO3)ccc2N2CCCCC2)cc1 (stereo unspecified)	-4	2	13	0.94	0.87	6	-0.4	6	-7
C=CCn1c(O)c2ccc(C(=O)N=NC(=O)COc3ccccc3F)cc2c1O	-2	-1	-2	1.1	1	-11	0.5	1	5
COCCn1cnc2c(c1=O)c1nc3ccccc3nc1n2/N=C/c1ccco1	-1	-1	17	0.81	0.83	19	-0.5	2	-4
C=CCn1c(-c2cnn(-c3ccccc3)c2N)n[nH]c1=S	0	-2	-7	1.2	1.1	-18	2.0	-9	34
CCN1C(=O)[C@H]2[C@@H](c3ccc(C)cc3)N3C(=O)N(c4ccc(OC)cc4)C(=O)[C@@]3(CC)[C@H]2C1=O	2	1	0	0.92	1	8	-0.5	1	-3
CCCc1cc(=O)oc2cc(OCC(=O)N3CCC(C(N)=O)CC3)ccc12	-3	-3	-18	0.81	1.2	18	1.2	3	0
O=[N+]([O-])c1ccc(C[n+]2cccc(O)c2)cc1	0	0	26	1	0.74	0	-0.7	-6	-9
COc1ccc(-c2cc(C(=O)Nc3cc(C)nn3-c3ccccc3)no2)cc1	-1	-2	11	0.89	0.89	12	0.2	-4	-1
CCOc1cc(C(=O)Nc2nnc(C)s2)cc(OCC)c1OCC	3	1	12	1	0.88	-2	-1.3	-1	-8
COC(=O)c1ccc(-c2csc(NC(=O)c3c(C)noc3C)n2)cc1	3	0	-1	0.99	1	1	-1.8	-2	-6
COc1ccc(OC(C)C(=O)N2CC(C)OC(C)C2)cc1 (stereo unspecified)	-1	1	8	0.97	0.92	3	0.3	-3	-6
CC(C)(C)CN1CCNC(=O)C1CC(=O)N1CCC(C(=O)N2CCOCC2)CC1 (stereo unspecified)	-2	-2	-14	0.95	1.1	5	0.3	-4	-4
Cc1ccc(S(=O)(=O)Nc2ccc3c(c2)C(=O)N([C@H](C)CO)C[C@H](C)[C@@H](CN(C)Cc2ccc(-c4ccccc4)cc2)O3)cc1	-2	-5	7	0.9	0.93	10	-1.5	2	8
CCOc1cc(C2CC(=O)NC3=C2C(=O)C(C(=O)OC)C(C)C3)cc(Cl)c1O (stereo unspecified)	0	1	-6	1.1	1.1	-12	-2.2	4	1
COc1ccccc1NC(=O)CSc1nnc(-c2ccc(NC(C)=O)cc2)n1C	-4	0	-15	0.98	1.1	2	-3.3	21	0
COc1ccc(N2CCN(C(=O)CCS(=O)(=O)c3ccc4c(c3)NC(=O)CO4)CC2)cc1	-2	-3	-23	0.87	1.2	14	-1.3	-4	-6
Cc1ccc(S(=O)(=O)NNC(=O)c2ccccc2-n2cccc2)cc1	-1	1	-1	0.99	1	1	1.3	-3	-6
COc1ccccc1-c1nc(C#N)c(N2CCN(Cc3ccccc3)CC2)o1	-5	-1	-21	0.99	1.2	1	-2.8	1	-8
CC1(C)Cc2ccccc2C(=NCC(=O)O)N1	3	1	-7	1	1.1	-3	-2.2	0	0
Cc1cc(NC(=O)CSc2nc3ccccc3n2CC(=O)N2CCCCC2)no1	0	-3	-7	0.95	1.1	5	-1.3	4	-3
CC(=O)Nc1ccc(OCC(O)Cn2cnc3ccccc32)cc1 (stereo unspecified)	4	3	-12	1	1.1	-2	-0.5	-1	-2
Cc1nc(N2CCN(c3ccccn3)CC2)c2c(C)c(C(=O)Nc3ccc(F)c(Cl)c3)sc2n1	-4	-6	11	0.92	0.89	8	17	-5	-7
COc1ccccc1NC(=O)C(=O)N/N=C(\C)CC(=O)Nc1ccc(OCc2ccccc2)cc1	2	-4	-36	0.99	1.4	1	-0.6	-6	-2
Cc1ccc2nnnc(-c3ccccc3)c2c1	3	0	4	0.98	0.96	2	0.5	-2	-3
CCOc1ccccc1/C=C(/NC(=O)c1ccccc1)C(=O)N1CCCCC1	-5	-2	-23	0.95	1.2	5	0.0	1	-2
COc1ccc(CCN(C)CC(=O)Nc2c(C)cc(C)cc2C)cc1OC	3	-2	-10	0.95	1.1	4	0.6	-4	-5
CCOC(=O)C1CCCN(C(=O)CN2C(=O)NC(C)(c3ccc4ccccc4c3)C2=O)C1 (stereo unspecified)	-2	3	-3	1.1	1	-6	0.2	2	-8
CCc1ccc(C2=NN(CCC(=O)NCc3cccs3)C(=O)CC2)cc1	-1	-3	-3	1.2	1	-20	0.4	-5	-2
CCOC(=O)c1cc(C#N)c(N2CCN(C(=O)c3cccc(C(F)(F)F)c3)CC2)nc1C(F)(F)F	-4	-5	13	0.93	0.87	7	45	5	-8
COc1ccc(S(=O)(=O)N(C)C[C@H]2Oc3c(NC(=O)C4CC4)cccc3C(=O)N([C@H](C)CO)C[C@@H]2C)cc1	0	0	13	0.97	0.87	3	0.8	5	-3
O=S(=O)(/C=C/c1ccccc1)N1CCN(Cc2ccc3c(c2)OCO3)CC1	3	-1	4	1.1	0.96	-9	0.9	-5	-11
Cc1cccc(N2CC(C(=O)OCC(=O)c3ccc(OC(=O)c4cccs4)cc3)CC2=O)c1C (stereo unspecified)	-6	1	18	0.88	0.82	12	2.0	-1	-5
CC(C)N(CCCNC(=O)CC1Oc2ccccc2NC1=O)Cc1ccccc1 (stereo unspecified)	3	-3	15	1	0.85	-4	-4.0	-3	-7
CCn1cc(C(=O)NCc2ccc(Cl)cc2)c(=O)c2cc(S(=O)(=O)N3CCOCC3)ccc21	-31	2	6	0.83	0.94	17	-2.2	-2	-6
NNc1nc(-c2ccccc2)cc(-c2ccc(Br)cc2)n1	-3	-2	5	1	0.95	-3	-1.3	-5	9
COCCNC(=O)CSc1nccn1Cc1ccc2c(c1)OCO2	0	-3	-8	1.1	1.1	-9	0.2	-7	-4
OCCc1ccc(O)c(-n2nc3ccccc3n2)c1	-1	0	23	0.92	0.77	8	-1.2	-2	-9
COCC(=O)Nc1c(C(=O)N2CCCC2)oc2ccccc12	1	0	-2	0.91	1	10	-0.4	-5	-7
CCCN(Cc1nnc(-c2ccccc2Cl)o1)C(=O)c1oc2ccccc2c1C	0	-2	2	0.92	0.98	8	-0.1	0	-5
CN(C)CCNC(=O)c1ccc(-c2nn(C)c(=O)c3ccccc23)cc1	3	1	-3	0.98	1	2	-0.5	-4	-4
COc1ccc(N2C(=O)CCC(C(=O)c3ccccc3)=C2C)cc1	-1	-1	18	0.83	0.82	17	3.7	-3	-4
CCCOc1ccc(N2C(=O)CC(NCC(=O)OCC)C2=O)cc1 (stereo unspecified)	-1	-2	-26	1	1.3	-1	0.8	-2	3
Cc1cccc(OCCOC(=O)c2c(-c3ccccc3)noc2C)c1	3	-6	17	0.88	0.83	12	-1.4	-3	-11
O=C(COC(=O)CCC1CCCCC1)Nc1ccc(OC(F)F)cc1	1	0	-8	0.91	1.1	9	-1.4	0	2
CC(C)(C)c1ccc(CS(=O)(=O)CC2(O)CCN(C(=O)c3cccc(C(F)(F)F)c3)CC2)cc1	1	1	18	0.98	0.82	2	3.9	0	-2
CCN(CC)CCNC(=O)c1cc(Sc2nnc(C)s2)nc2ccccc12	-1	4	-20	0.97	1.2	3	0.7	-4	-7
O=C(c1ccc(Oc2ccc(C(F)(F)F)cc2[N+](=O)[O-])cc1)N1CCOCC1	-2	0	7	0.98	0.93	2	2.0	3	-1
OC(CSc1c(Cl)cccc1Cl)CN1CCN(c2ccc(F)cc2)CC1 (stereo unspecified)	-13	-2	16	0.92	0.84	8	2.3	1	-3
O=C(NCc1ccccc1)c1ccc(Cl)cc1[N+](=O)[O-]	-1	-4	-13	1.1	1.1	-7	-0.5	-6	-7
O=C(NCC1COc2ccccc2O1)c1ccc(Cl)c(S(=O)(=O)N2CCOCC2)c1 (stereo unspecified)	1	-5	2	0.96	0.98	4	-0.3	4	-1
CC1=C(C(=O)Nc2ccc(C)cc2C)C(c2ccc([N+](=O)[O-])cc2)n2ncnc2N1 (stereo unspecified)	-1	0	0	1	1	-1	-0.8	-1	-4
O=C1CC(c2ccccc2)c2cc(O)ccc2O1 (stereo unspecified)	1	-5	3	1.1	0.97	-7	0.1	2	-2
Cc1ccccc1CS(=O)(=O)Cc1ccc(C(=O)NCC2CCCO2)o1 (stereo unspecified)	0	-2	-7	0.93	1.1	7	1.1	-2	-5
CCn1c(/N=C/c2ccccc2O)nc2ccccc21	0	-1	-21	0.94	1.2	6	-0.5	-5	-8
CCCCOc1ccc(NC(=O)CSc2nnnn2C)cc1	-1	2	-1	0.92	1	8	0.2	-5	-10

Next section.
SMILES	GRIN3A LBD mod	MIN6 prolif	hIAP block	mIAP act	hIAP act	mIAP block	MPTP inh	A3A deaminase	A3G deaminase
O=C1CC(=C(c2ccccc2)c2ccccc2)C(=O)N1CCCN1CCN(c2cccc(Cl)c2)CC1	2	-5	14	0.85	0.86	14	-0.8	0	-2
CCCC(=O)Nc1cccc(-c2cn3ccsc3n2)c1	0	-5	3	1	0.97	-5	-4.2	-1	-3
Cc1[nH]n(-c2ccccc2)c(=O)c1C=Nc1ccc(S(=O)(=O)Nc2nccs2)cc1	-3	-2	0	0.86	1	14	3.5	0	-5
CC(=O)Nc1cccc(-c2nnc(-c3ccccc3)o2)c1	1	1	14	0.99	0.86	0	0.8	-1	-3
Cn1ncc(Cl)c1C(=O)N1CCN(c2ccccc2)CC1	2	1	2	1.1	0.98	-10	1.3	1	3
CCOc1ccc(NCc2nnc(SCc3ccc(Cl)cc3)n2-c2ccccc2)cc1	1	0	7	0.92	0.93	8	4.1	1	-6
COc1ccc(CCNC(=O)CN(Cc2ccc(Cl)cc2)S(C)(=O)=O)cc1	1	-3	-6	1	1.1	-2	3.2	3	-5
COc1ccc(CCNc2oc(-c3ccccc3OC)nc2C#N)cc1OC	-1	-4	-18	1	1.2	-3	-3.8	-11	-4
Fc1cc(Cl)ccc1NC1=NCCCCC1	1	-1	4	1	0.96	0	-1.3	-5	-10
Cc1cc(C(=O)NCc2cc(C)n(C)n2)sc1-c1ccccc1	0	-4	0	1	0.99	-5	5.1	3	0
CCc1cc2cc(C(=O)Nc3ccccc3F)sc2s1	-12	-3	-8	0.99	1.1	1	0.9	2	-2

A draw from above in order of number of heavy atoms, smallest number first.
SMILES	GRIN3A LBD mod	MIN6 prolif	hIAP block	mIAP act	hIAP act	mIAP block	MPTP inh	A3A deaminase	A3G deaminase
CCCC(=O)Nc1cccc(-c2cn3ccsc3n2)c1	0	-5	3	1	0.97	-5	-4.2	-1	-3
CC(=O)Nc1cccc(-c2nnc(-c3ccccc3)o2)c1	1	1	14	0.99	0.86	0	0.8	-1	-3
Cc1[nH]n(-c2ccccc2)c(=O)c1C=Nc1ccc(S(=O)(=O)Nc2nccs2)cc1	-3	-2	0	0.86	1	14	3.5	0	-5
O=C1CC(=C(c2ccccc2)c2ccccc2)C(=O)N1CCCN1CCN(c2cccc(Cl)c2)CC1	2	-5	14	0.85	0.86	14	-0.8	0	-2

Screens (PubChem)
